# Compound activity from PubChem.
# TAG inh – reduces triacylglycerol accumulation in H9c2 cells | Nile Red lipid (TAG) fluorescence; cells loaded with 200 µM oleic acid | inhibition, % at 12.5 µM | 0.66% of 230,000 active;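 active = pattern-corrected inhibition of lipid staining of at least 50% with the nuclear-stain viability signal not falling by more than 50%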;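 also: 0% = DMSO wells and 100% = triacsin C control wells; some results filed as inactive read as strong as hits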
# TAG inh DAPI viability – recorded beside TAG inh, whose call it bears; DAPI nuclei signal change (viability), lower = more cytotoxic, %;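 whole-well DAPI fluorescence read on a plate reader as a viability signal; minus 50 percent equals half of cells still viable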
# * = called active by the depositor. This is a subset. The share of hits here may be higher or lower than overall.
SMILES,TAG inh,TAG inh DAPI viability
COCCOC(=O)C1=C(C)N=C2SCCC(=O)N2C1c1ccc(C(=O)OC)cc1 (configuration not stated),-31.1,13.8
C/C=C1\COC(C(=O)NCc2cccc(OC)c2OC)(C(F)(F)F)C=C1C=C1CCCCC1 (configuration not stated),6.3,-5.3
Cn1c(CN2CCOCC2)nc2cc(NC(=O)COc3ccc([N+](=O)[O-])cc3)ccc21,3.1,-6.8
CCOC(=O)c1c(NC(=O)c2ccnn2C)sc(C)c1C,22.1,-4.8
CN1C2C=C3C(C#N)=C(N)C(C#N)(C#N)[C@@H](c4cccs4)C3C1CC2 (some centres not stated),-23.3,9.4
Fc1ccccc1-c1nc(-c2cnccc2C(F)(F)F)no1,-0.3,-3.4
CCOc1ccc(-c2nnc(-c3ccccc3)o2)cc1,-9.8,3.8
Cc1ccc(S(=O)(=O)NCC(=O)N(CC(=O)NCc2ccco2)Cc2ccc3c(c2)OCO3)cc1,-1.9,-6.0
C=CCN1C=CC(=O)[C@@H](OC(=O)Nc2ccc(Br)cc2)[C@H]1c1ccccc1Br,5.1,-5.5
CC(C)CCn1cnc2c(cnn2-c2ccc(Cl)cc2)c1=O,0.0,12.6
CCOC(=O)c1cc(OC(=O)Cc2ccc(OC)c(S(=O)(=O)N3CCOCC3)c2)cc(C(=O)OCC)c1,-0.7,-6.6
O=C(CN1CCN(c2ccc(O)cc2)CC1)Nc1cc(S(=O)(=O)N2CCCC2)ccc1Cl,-1.8,-1.2
C#CC(C)OC(=O)Nc1cnccc1C(F)(F)F (configuration not stated),9.1,-5.6
Cc1ccc2oc(C(=O)NCc3ncc(C)[nH]3)c(C)c2c1,-0.2,-1.5
C/C(=C/C(=O)N1CCN(C)CC1)C(=O)O,0.5,6.7
COc1cccc(/C=N/NC(=O)C(C)Cn2cnc3ccccc32)c1 (configuration not stated),-1.8,2.0
Cc1ccc(S(=O)(=O)N2CCOCC2)cc1C(=O)Nc1cccc(C(=O)NC2CC2)c1,10.6,1.9
COc1ccc(C(=O)N/N=C/c2ccc(OC)c(COc3ccccc3)c2)cc1,14.8,-6.0
Cc1ccc(OCC(=O)Nc2ccc3c(c2)C(=O)NC3=O)c(C)c1,-10.1,-3.9
C=C(C)CN(CC)C(=O)CSc1ccc(S(=O)(=O)N2CCN(C)CC2)cn1,-1.0,0.2
O=C(NCC(c1ccco1)N1CCCC1)c1cn(Cc2ccccc2)nc1-c1ccccc1 (configuration not stated),2.9,-0.5
CCOC(=O)c1c(O)c2ccccc2oc1=O,2.8,-7.2
CCCCNC(=O)[C@H]1C[C@H]1[C@@H](O)[C@H](CO)NC(=O)[C@H](Cc1ccccc1)NC(=O)OC(C)(C)C,-7.5,-3.8
COc1ccc2c(c1)C1CC(C)(NC(=O)C1C(=O)c1ccccc1)O2 (configuration not stated),3.0,-12.6
COc1ccc([C@H]2C[C@H](O)[C@@H](n3cc(C4CC4)nn3)CN2Cc2cccs2)cc1,-0.2,-10.1
COc1ccc(S(=O)(=O)CCC(=O)N2c3ccccc3CC2C)cc1 (configuration not stated),-10.3,-6.3
CC(=O)n1cc([C@H]2C=C(C(=O)N3CCN(Cc4ccc5c(c4)OCO5)CC3)O[C@@H](OCc3ccc(CO)cc3)C2)c2ccccc21,17.3,2.9
COc1cc(C(=O)NNC(=O)c2ccc3c(c2)OCCO3)cc(OC)c1OC,-3.2,-0.1
COc1ccc(C(=O)Oc2ccc(C)cc2)cc1S(=O)(=O)N1CCOCC1,2.9,-6.1
C[C@@H]1CN([C@H](C)CO)C(=O)CCCn2nncc2CO[C@@H]1CN(C)S(=O)(=O)c1cccc(F)c1,9.9,-11.7
Cc1cnc(NC(=O)CSc2nnc(-c3ccncc3)n2C2CCCCC2)s1,-3.4,-4.1
CCOC(=O)c1c2n(c3ccc(O)cc13)CCCCC2,-21.2,6.3
O=C1NC[C@H](c2ccccc2)OC(=O)[C@H](Cc2ccc(F)cc2)C/C=C\C[C@H]1CC(=O)N(CCO)Cc1ccccc1,3.5,-3.0
CCc1nnc(NC(=O)c2cccc(S(=O)(=O)N3CCN(c4ccccc4)CC3)c2)s1,-0.3,4.3
Cc1c(NC(=O)COC(=O)/C=C/c2ccc(Cl)cc2)c(=O)n(-c2ccccc2)n1C,3.5,7.7
COC(=O)CN(C)C(=O)CC1C(=O)NCCN1CC(C)(C)C (configuration not stated),-9.4,23.7
Nc1c(C(=O)Nc2ccc3c(c2)OCCO3)nnn1Cc1cccc(Br)c1,10.6,-4.5
CCOc1cc(S(=O)(=O)Nc2ccc(Cl)cn2)ccc1Cl,-5.2,-4.9
O=C(CN1CCN(Cc2ccc(F)cc2)CC1)NCc1ccccc1,-21.7,8.7
O=C(CCN1CCOCC1)NNC(=O)/C(=C/c1ccccc1)NC(=O)c1ccccc1,-2.0,-7.1
CCN(CC)S(=O)(=O)c1cccc(NC(=O)CN(C)C2CCCCC2)c1,-22.5,0.2
Cc1ccc(NC(=O)CN2C(=O)NC3(CCCc4ccccc43)C2=O)c(C)c1 (configuration not stated),31.6,-3.7
C=C(c1cn(C(C)=O)c2ccccc12)c1cn(C(C)=O)c2ccccc12,-4.4,1.3
CCCNC(=O)COC(=O)C1CCN(S(=O)(=O)c2ccc3c(c2)OCCO3)CC1,20.3,-5.2
O=C(CCCC(=O)OCC(=O)c1ccc(Cl)cc1Cl)Nc1cc(C(F)(F)F)ccc1Cl,-2.2,-3.4
CCOC(=O)C1C(=O)NC(N2CCN(CC)CC2)=NC1c1ccccc1 (configuration not stated),6.0,9.2
Cc1ccc(-c2cc(C(F)F)nc(S(C)(=O)=O)n2)cc1,23.6,-16.9
Cc1cc(NC(=O)c2cccs2)no1,-2.0,-7.6
O=C(N/N=C/c1cc(Br)c(O)c(Br)c1)c1cc2c(ccc3ccccc32)o1,15.4,5.9
COc1ccc(N/N=C(/N=Nc2nc(C)cc(=O)[nH]2)c2ccccc2)cc1,15.6,-20.1
CCn1c(-c2ccccc2)c(C(=O)CCl)c2ccccc21,-2.7,5.6
COc1ccc(N2C(=O)N(Cc3ccc(C)cc3)c3ccccc3S2(=O)=O)cc1,-16.0,8.9
Cc1ccc(N2C(=O)C3C(C2=O)N2CCCN2C3c2ccccc2)cc1C (configuration not stated),4.3,-9.1
C=CCn1c(-c2cc(Cl)ccc2OC)n[nH]c1=S,2.4,-0.2
CC1CCc2c(sc3nc(CN4CCOCC4)nc(NS(=O)(=O)c4cccc([N+](=O)[O-])c4)c23)C1 (configuration not stated),-3.4,10.5
COc1ccc(S(=O)(=O)Nc2ccccc2N2CCOCC2)cc1[N+](=O)[O-],-2.6,-6.7
CCCNC(=O)c1cc(C2CCCCN2C(=O)OCC(C)C)on1 (configuration not stated),-5.9,0.8
Cc1c(Cl)ccc2sc(N3CCN(C(=O)C4=COCCO4)CC3)nc12,-12.8,-2.6
COc1ccc(Nc2nc(-c3cccs3)cs2)c(OC)c1,9.2,5.1
COc1ccc2cc(C3OCCO3)c(Cl)nc2c1,0.9,-0.7
# Continued:
SMILES,TAG inh,TAG inh DAPI viability
Cc1ccnc(NS(=O)(=O)c2cc([N+](=O)[O-])ccc2C)c1,-11.3,5.5
COc1ccc(C(C#N)=C2C=CC(=NO)C=C2)cc1,4.1,2.5
Brc1ccc(/C=N/n2cnnc2)s1,17.6,-7.0
COC(=O)c1ccc2c(=O)[nH]c(COC(=O)CCC(=O)c3ccc(Cl)cc3)nc2c1,3.2,1.2
COc1cc(CN2CCC(C(=O)NC(c3ccc(F)cc3)c3ncccc3C)CC2)cc(OC)c1 (configuration not stated),10.9,2.1
CN(C(=O)COC(=O)c1ccc([N+](=O)[O-])cc1)c1ccccc1,-8.6,-2.8
CCCc1cc(-c2ccc3c(c2)COc2c4ccccc4nn2-3)on1,-1.3,0.1
O=S(=O)(N/N=C\c1cccn1-c1ccccc1)c1ccc2ccccc2c1,-2.9,1.9
O=C(OCC(=O)N1CCCC1=O)c1ncc(Cl)c(Cl)c1Cl,-1.9,1.4
CCOC(=O)C[C@H]1c2ccccc2S(=O)(=O)N1Cc1ccc(Cl)cc1,-4.2,-0.6
COc1ccc(NS(=O)(=O)c2ccc(C)c(C(=O)N3CCN(Cc4cc(OC)ccc4OC)CC3)c2)cc1,-9.0,1.4
Cn1cc(Br)c(-c2cccc(NC(=O)CC(C)(C)CC(=O)O)c2)n1,-2.9,-1.5
COc1ccc(N2CCN(C(=O)c3ccccc3NS(=O)(=O)c3ccccc3)CC2)cc1,-5.1,3.3
Cc1ccc(C2=NS(=O)(=O)N(C)C(C(=O)N(C)C3CCCCC3)=C2)cc1,-7.6,9.2
CC(=O)Nc1ccc(S(=O)(=O)c2ccnc3cc(Cl)ccc23)cc1,29.6,-41.7
CC1(C(=O)N2CCOCC2)CCCCC1,-8.8,-1.9
Cc1nc(-c2ccc(S(=O)(=O)NCc3ccccn3)s2)cs1,-3.9,4.8
N/C(CCN1CCCCC1)=N/O,18.3,-15.4
C[C@H]1CN([C@@H](C)CO)C(=O)CCCn2cc(nn2)CO[C@@H]1CN(C)C(=O)Nc1ccc2c(c1)OCO2,14.3,8.9
COC(=O)C(Cc1c[nH]c2ccccc12)NC(=O)c1cccc(S(=O)(=O)N2CCCCC2)c1 (configuration not stated),-7.8,2.0
CN(C)C(=O)CCc1ccc2c3c([nH]c2c1)[C@]1(CCc2ccccc2)[C@@H](C(=O)N2CCCCC2)C[C@H](CC(=O)NCCC2=CCCCC2)C(=O)N1CC3,17.3,-0.5
Cc1ccc(S(=O)(=O)/N=C(\c2ccccc2)N(C)S(=O)(=O)c2ccccc2)cc1,2.2,-3.8
COc1ccc(CN2CCN(C(=O)c3ccccc3F)CC2)c(OC)c1OC,3.5,-3.7
CCCN(CCC)CCNC(=S)Nc1ccc2nc3n(c(=O)c2c1)CCCCC3,-15.9,13.2
CC(C)C(NC(=O)OCc1ccccc1)C(=O)O (configuration not stated),-9.1,5.5
O=C(O)c1ccc(/C=N/NC(=O)c2ccc(NS(=O)(=O)c3cccs3)cc2)cc1,5.3,3.4
COc1ccc(NC(=O)C2CCCN(S(=O)(=O)c3ccc(C)cc3)C2)cc1OC (configuration not stated),0.7,-8.8
COc1ccc(OCCCC(=O)OC(C)C(=O)Nc2ccc(C)cc2)cc1 (configuration not stated),2.4,-2.8

# Among those listed so far, 13 contain a Cl atom.
SMILES,TAG inh,TAG inh DAPI viability
CC(C)CCn1cnc2c(cnn2-c2ccc(Cl)cc2)c1=O,0.0,12.6
O=C(CN1CCN(c2ccc(O)cc2)CC1)Nc1cc(S(=O)(=O)N2CCCC2)ccc1Cl,-1.8,-1.2
Cc1c(NC(=O)COC(=O)/C=C/c2ccc(Cl)cc2)c(=O)n(-c2ccccc2)n1C,3.5,7.7
CCOc1cc(S(=O)(=O)Nc2ccc(Cl)cn2)ccc1Cl,-5.2,-4.9
O=C(CCCC(=O)OCC(=O)c1ccc(Cl)cc1Cl)Nc1cc(C(F)(F)F)ccc1Cl,-2.2,-3.4
CCn1c(-c2ccccc2)c(C(=O)CCl)c2ccccc21,-2.7,5.6
C=CCn1c(-c2cc(Cl)ccc2OC)n[nH]c1=S,2.4,-0.2
Cc1c(Cl)ccc2sc(N3CCN(C(=O)C4=COCCO4)CC3)nc12,-12.8,-2.6
COc1ccc2cc(C3OCCO3)c(Cl)nc2c1,0.9,-0.7
COC(=O)c1ccc2c(=O)[nH]c(COC(=O)CCC(=O)c3ccc(Cl)cc3)nc2c1,3.2,1.2
O=C(OCC(=O)N1CCCC1=O)c1ncc(Cl)c(Cl)c1Cl,-1.9,1.4
CCOC(=O)C[C@H]1c2ccccc2S(=O)(=O)N1Cc1ccc(Cl)cc1,-4.2,-0.6
CC(=O)Nc1ccc(S(=O)(=O)c2ccnc3cc(Cl)ccc23)cc1,29.6,-41.7
